Glioma ERSR ind: inducers of ER stress response in human glioma cells; 0.02% of 420,000 active; Potency, µM, for inactives: at the top dose activation, usual class: activators; U87-MG GRP78 promoter luciferase reporter, 16 h; further: potency means the concentration at half of the fitted maximal effect; series mostly up to about 76 µM; % of control where 0% means no effect; nearly all actives have a fitted effect of over 35% in size
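ERSR induction read as luciferase luminescence (Bright-Glo, 10 min at room temperature) in stably transfected human U87-MG glioma cells exposed to compounds for 16 h, using GRP78 as sensor.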
Vif-APOBEC3F blk: inhibitors of Vif-A3F interaction. AID 602313. Potency, µM (highest dose often 46.1 µM), for inactives: at the top dose activity, negative = active. 0.2% of 390,000 active. HeLa A3F-eYFP + Vif (tagged APOBEC3F with the HIV-1 protein that degrades it), YFP fluorescence increase; further: potency means the concentration at half of the fitted maximal effect; % of control where 0% means no effect; nearly all actives have a fitted effect of over 65% in size
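Fluorescence increase (Ex 488/Em 500-530) after overnight compound treatment at 37 deg C flags inhibition of Vif-driven A3F-eYFP loss in stable HeLa A3F-eYFP/Vif cells seeded overnight beforehand.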
TrxR1 substrate: is turned over as a substrate by rat TrxR1. O89049. purified TrxR1 substrate turnover, NADPH consumption readout. Potency, µM (titrated, usually from 114 µM), without a hit: top-dose activity change, negative = substrate turnover. 0.01% of 390,000 active. AID 588456; further: potency means the concentration at half of the fitted maximal effect; on the % scale 0 is the no-effect control and ±100 the full control effect; nearly all actives have a fitted effect of over 50% in size
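Rat TrxR1, dispensed at 90 nM, was prereduced with 400 uM NADPH (final) for 5 min at ~22 deg C, then incubated with compound 15 min before 400 uM selenite. A first-read NADPH fluorescence drop versus no-compound background flagged substrates.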
LDHA block: blocks human lactate dehydrogenase A. P00338. purified LDHA, NADH/diaphorase-resazurin fluorescence; active compounds read low. activity change, % (values are at about 110 or 230 µM). 0.15% of 480,000 active. AID 1347041; in the data active means activity change below about -30%; inconclusive means mostly about -25% to -30%;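 further: plate controls were DMSO wells for no effect and wells without enzyme for full effect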
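Resorufin fluorescence (ex540/em590), read at 0 and 20 min after diaphorase/resazurin addition, reports the NADH left after a 5 min room-temperature reaction of 2 nM human LDH5 with 0.06 mM NADH and 0.2 mM pyruvate.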
USP1 inh: USP1/UAF1 (human) deubiquitinase inhibition; O94782; recombinant USP1/UAF1, Ub-Rhodamine cleavage fluorescence; Potency, µM (doses to about 57.1 µM), for inactives: at the highest dose activity change, negative = inhibition, usual class: inhibitors; 0.23% of 390,000 active; further: potency means the concentration at half of the fitted maximal effect; on the % scale 0 is the no-effect control and ±100 the full control effect; nearly all actives have a fitted effect of over 60% in size; inactives centre near -12
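High-throughput fluorogenic screen: 1nM USP1/UAF1 complex, Ub-Rho substrate 150nM final, 50mM HEPES pH 7.8 with 0.5mM EDTA, 0.1 mg/ml BSA, 1mM TCEP and 0.01% Tween-20.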
IDH1 R132H inh: human IDH1 R132H inhibition; 0.093% of 390,000 active; Potency, µM (top dose mostly 76.6 µM), without a hit: top-dose activity change, negative = inhibition, usual class: inhibitors; O75874; IDH1-R132H enzyme, NADPH consumption, diaphorase/resazurin fluorescence; further: potency means the concentration at half of the fitted maximal effect; on the % scale 0 is the no-effect control and ±100 the full control effect; nearly all actives have a fitted effect of over 65% in size
Target sequence (O75874 whole entry R132H, stated change not applied): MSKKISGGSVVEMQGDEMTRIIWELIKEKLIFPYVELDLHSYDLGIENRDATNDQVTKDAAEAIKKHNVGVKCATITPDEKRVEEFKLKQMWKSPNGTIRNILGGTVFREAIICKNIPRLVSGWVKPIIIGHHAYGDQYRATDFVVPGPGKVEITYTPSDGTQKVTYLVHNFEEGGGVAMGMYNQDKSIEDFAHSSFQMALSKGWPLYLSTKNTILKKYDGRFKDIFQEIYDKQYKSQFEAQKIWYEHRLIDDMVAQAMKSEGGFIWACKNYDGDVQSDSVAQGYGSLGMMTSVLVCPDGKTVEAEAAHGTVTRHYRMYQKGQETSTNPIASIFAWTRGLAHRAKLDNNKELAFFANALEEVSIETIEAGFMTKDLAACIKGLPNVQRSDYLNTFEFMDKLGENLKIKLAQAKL
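IDH1-R132H (0.5 ug/mL dispensed) in pH 7.5 Tris buffer was preincubated 30 min with compound, then given a substrate mix of 0.016 mM NADPH and 2 mM alpha-KG for 80 min at room temperature; remaining NADPH was read by diaphorase/resazurin fluorescence.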
TrxR1 inh: blocks rat thioredoxin reductase 1 | recombinant rTrxR1, NADPH fluorescence consumption, selenite substrate | O89049 | Potency, µM (top dose mostly 114 µM), without a hit: at the top dose activity change, negative = inhibition, actives largely listed as inhibitors | 1% of 390,000 active; further: potency means the concentration at half of the fitted maximal effect; on the % scale 0 is the no-effect control and ±100 the full control effect; nearly all actives have a fitted effect of over 65% in size
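Rat TrxR1 (90 nM in the dispensed reagent) was pre-reduced with 400 uM NADPH for 5 min at room temperature, then incubated with compound for 15 min. After 400 uM selenite was added, NADPH fluorescence (Ex 340/Em 450 nm) was followed for 8 min.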
Vif-A3G inh: inhibitors of Vif-APOBEC3G interaction; HeLa A3G-eYFP + Vif (tagged APOBEC3G with the HIV-1 protein that degrades it), YFP fluorescence, overnight; Potency, µM (highest dose often 46.1 µM), for the others: at the highest dose activity, negative = active, hits mostly inhibitors; 0.076% of 410,000 active; Q9HC16;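 further: potency means the concentration at half of the fitted maximal effect; on the % scale 0 is the no-effect control and ±100 the full control effect; nearly all actives have a fitted effect of over 60% in size; hits raise eYFP signal because A3G escapes Vif-driven loss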
Target sequence (Q9HC16 whole entry, looked up): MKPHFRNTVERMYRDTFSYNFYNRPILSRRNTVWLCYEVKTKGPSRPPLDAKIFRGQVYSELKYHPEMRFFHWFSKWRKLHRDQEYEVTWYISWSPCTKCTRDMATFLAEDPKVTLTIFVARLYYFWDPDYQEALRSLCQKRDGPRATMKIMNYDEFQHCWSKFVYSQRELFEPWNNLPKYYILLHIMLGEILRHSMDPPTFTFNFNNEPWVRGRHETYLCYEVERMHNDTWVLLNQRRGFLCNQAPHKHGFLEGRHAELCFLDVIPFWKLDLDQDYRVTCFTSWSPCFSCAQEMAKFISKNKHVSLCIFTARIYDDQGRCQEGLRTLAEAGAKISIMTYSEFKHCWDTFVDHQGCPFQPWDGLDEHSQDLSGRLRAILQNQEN
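Read-out is eYFP fluorescence (Ex 488/Em 500-530) from Vif-expressing HeLa A3G-eYFP cells; more signal means A3G escaped Vif-mediated degradation. Cells plated overnight, compound pinned in, incubated overnight at 37 deg C.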
RGS4 inhibitor: inhibitors of human regulator of G protein signaling 4 | P49798 | Transcreener GDP fluorescence polarization, RGS4-accelerated GTP hydrolysis | Potency, µM (titrated, usually from 114 µM), for inactives: at the top dose activity change, negative = inhibition, actives largely listed as inhibitors | 0.039% of 390,000 active | AID 504845; further: potency means the concentration at half of the fitted maximal effect; on the % scale 0 is the no-effect control and ±100 the full control effect; nearly all actives have a fitted effect of over 75% in size; some results filed as inactive show a strong effect at the top dose
Target sequence (P49798 whole entry, looked up): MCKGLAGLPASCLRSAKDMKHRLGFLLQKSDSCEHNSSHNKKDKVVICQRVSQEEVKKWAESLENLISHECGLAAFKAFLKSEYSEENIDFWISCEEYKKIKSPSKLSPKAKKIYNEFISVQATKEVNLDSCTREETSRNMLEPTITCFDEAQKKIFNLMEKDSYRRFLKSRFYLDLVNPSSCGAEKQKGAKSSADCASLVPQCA
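MLSMR compounds (23 nl, pin-transferred) preincubated 10 min at room temperature with a 500nM (2x) first reagent, then RGS4 at 900nM (2x) plus Transcreener GDP mix added; fluorescence polarization (620/688 nm) read before and after 90 min at 30 °C.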
* marks the source's active call; other numbers are inactive results; ? = inconclusive; · = not tested or not shown; & = joins results of further samples; [ ] = remark or other dose. Unless noted, the call rests on the fitted dose curve; in most records, active means well fitted curve in the direction sought with a large enough effect; inconclusive means small, poorly fitted or top-dose-only effect, or another doubt; inactive means no such curve, though single readings can be large; an effect the other way counts as inactive or inconclusive. This is a subset; count on the stated rates, not on these rows.

SMILES	Glioma ERSR ind	Vif-APOBEC3F blk	TrxR1 substrate	LDHA block	USP1 inh	IDH1 R132H inh	TrxR1 inh	Vif-A3G inh	RGS4 inhibitor
CC(=O)N1CCc2c(sc3c2c(=O)n(-c2cccc(Cl)c2C)c(=O)n3Cc2ccccc2C)C1	0%	0%	4%	-2	-6%	?	20%	2%	12%
Cc1ccc(C2C(C=Nc3c(C)n(C)n(-c4ccccc4)c3=O)=C(c3ccccc3)Oc3ccccc32)cc1 (stereo not given)	-4%	9%	-6%	-3	-1%	2%	-3%	0%	-12%[11.4 µM]
CC(Sc1ccc(S(=O)(=O)N2CCCCC2)cn1)C(N)=O (stereo not given)	-5%	1%	·	1	-23%	13%	·	2%	·
CCOC(=O)C1CCC(CN(Cc2cccc(Br)c2)S(=O)(=O)c2ccc(Cl)cc2)CC1 (stereo not given)	-4%	-3%	-1%[57.1 µM]	0	-22%	11%	16%[57.1 µM]	2%	6%
Cc1nc2ccc(NS(=O)(=O)c3c(F)cc(F)cc3Br)cc2s1	-5%	-22%	-8%	0	-10%	-8%	6%	-8%	1%
CCCN(C(=O)C(=O)Nc1ccc2nc3n(c(=O)c2c1)CCCCC3)c1ccc(OCC)cc1	-3%&0%	4%&0%	-8%&-3%	-4&-1	-8%&-7%	-5%&-8%	-3%&2%	0%&-2%	-13%&-8%
N#CCCn1cc(C(=O)Nc2ccc(C(=O)O)cc2)c(-c2cccs2)n1	-2%	1%	-3%	4	-20%	-1%	25%	0%	?
Cc1nn(CCOc2ccccc2)c(=O)n1-c1cccc(F)c1	9%	-11%	5%[57.1 µM]	-2	-7%	6%	14%[57.1 µM]	1%	6%
CCOC(=O)CSc1nc2cc3c(cc2cc1C)OCO3	-2%&-3%	2%	-8%	2&-3	?	12%	21%[0.0914 µM]	5%&-1%	-18%&3%
COc1ccccc1C(CNC(=O)CN1C(=O)NC(C)(c2ccc3ccccc3c2)C1=O)N1CCCC1 (stereo not given)	0%	0%	-3%	-1	-6%	-12%	13%	3%	6%
Cc1cccc(Sc2c(C=O)c3ccccc3n2C)c1	-12%	-5%	-4%	-2	-20%	1%	0%	-7%	4%
CCCN(C(=O)CSc1nnc(-c2ccc3c(c2)OCO3)o1)C1CCS(=O)(=O)C1 (stereo not given)	-2%	-1%	·	-1	-9%	-7%	·	0%	·
COC(=O)c1sc(C(C)(C)C)cc1CS(=O)(=O)c1ccc(Cl)cc1	-4%	-2%	5%	-1	-23%	4%	22%	-5%	-1%
COC(C[C@H]1O[C@@H]1[C@@H](O)[C@H](C)OCc1ccccc1)OC	-3%	0%	6%	-2	?	0%	16%	2%	13%
O=C1CCCCCN1Sc1ccccc1	7%	?	-17%[57.1 µM]	-3	-26%	9%	65%[activator]	-9%	?
Cc1ccc(C)c(OCCCCN2CCNCC2)c1C	-3%	-6%	10%	2	-18%	9%	27%	1%	-12%
Oc1ccccc1C=NNc1nc2ccccc2s1	4%	?	3%	-5	-16%	2%	13%	0%	5%
CCCCCCc1cc2cc(C(=O)NCc3ccccc3)c(=N)oc2cc1O	-4%	5%	74%[activator]	-13	-21%	13%	17%	-1%	5%
CCOc1ccccc1C(=O)Nc1ccc2nc(N3CCN(c4ncccn4)CC3)cc(C)c2c1	-8%	1%	19%	-3	-12%	3%	11%	1%	1%
CS(=O)(=O)NCCCNc1ccc(Cl)cc1[N+](=O)[O-]	-4%	5%	6%[57.1 µM]	-4	-14%	1%	11%	0%	-24%
COc1ccc(C(=O)NCc2ccc3c(c2)cc(C)n3C)cc1OC	-2%	6%	-1%	-9	-8%	-3%	6%	2%	14%[56.9 µM]
CC[C@]1(c2ccccc2C)ON(c2ccccc2C(F)(F)F)C1=O	8%	12%	-3%[57.1 µM]	-1	?	-8%	-9%[57.1 µM]	-16%	6%
Cc1ccc(Cc2nnc(SCC(=O)Nc3ccccc3)n(N)c2=O)cc1	-3%	4%	6%	-3	-1%	2%	9%	3%	1%
CCOc1ccc(CNC(=O)C2CCCN(c3nn4cc(-c5ccc(F)cc5)nc4s3)C2)cc1 (stereo not given)	-6%	?	-3%	-1	-1%	-2%	15%	3%	-11%
OCCc1ccc(O)c(-n2nc3ccccc3n2)c1	-2%	-11%	2%	5	0%	1%	3%	-2%	3%
COc1cc(Cl)c(NC(=O)C(NS(=O)(=O)c2cccs2)C(C)C)c(OC)c1 (stereo not given)	0%	-3%	5%[57.1 µM]	2	-20%	3%	18%[57.1 µM]	5%	16%
CCCNC(=O)N1CCN(Cc2ccco2)CC1	-1%	9%	-16%	-5	-6%	-8%	?	0%	13%
CCC(C)NC(=O)c1cccc(C)c1 (stereo not given)	-3%	-16%	2%	-5	-6%	7%	8%	0%	5%
COc1cc(C)ccc1OCCCOc1cc(C)ccc1Cl	-1%	3%	-8%	-3	-19%	-1%	-3%	1%	9%
CC(c1ccon1)N(C)C(=O)CCc1nnc(C2(c3ccc(Cl)cc3)CCC2)o1 (stereo not given)	7%	3%	-9%	-1	0%	-1%	-18%	1%	9%
Cc1cc(C)n2nc(C(=O)Nc3cccc(S(=O)(=O)N(C)c4ccccc4)c3)nc2n1	-6%	-14%	0%	1	-10%	3%	3%	0%	6%
Cc1cc(C(=O)Nn2c(-c3ccc(Br)cc3)nc3ccccc3c2=O)ccc1[N+](=O)[O-]	-4%	-19%	-1%	0	-12%	0%	8%	3%	-3%
CCOC(=O)c1c(C)[nH]c(C(=O)OCC(=O)N2CCN(S(=O)(=O)c3ccccc3)CC2)c1C	6%	-4%	-8%	-1	-10%	-4%	-3%	-8%	23%
CCOC(=O)Cc1nn2c(=O)cc(C)nc2s1	-6%	-8%	-6%	-6	4%	-2%	-3%[57.1 µM]	2%	5%
Nc1nc(CSc2nc3ccccc3[nH]2)cs1	3%	4%	-9%	3	-8%	-3%	2%[57.1 µM]	-1%	8%[11.4 µM]
COc1cccc(Oc2ccc3nnc(C(F)(F)F)n3n2)c1	-3%	-2%	4%[57.1 µM]	7	-12%	2%	14%[57.1 µM]	-5%	-7%
O=C(O)C(Cc1ccc(O)cc1)N1C(=O)c2ccccc2C1=O (stereo not given)	0%	1%	-4%	0	-7%	-14%	7%	-1%	-5%
Cc1cc(NC(=O)C2(c3ccccc3)CCCC2)no1	-1%	-5%	5%	-3	-10%	5%	8%	1%	1%
CSc1ccccc1NC(=O)CN(C)C(C)C(=O)NCc1ccc2c(c1)OCO2 (stereo not given)	-3%	-5%	0%	-47*	-8%	0%	17%	-1%	7%
COc1ccccc1NC(=O)COc1cccc2c1CCNC2=O	-1%	-18%	3%[57.1 µM]	-6	-17%	3%	3%[57.1 µM]	-2%	7%
COc1ccc2nc(/N=C(\N)NC(=O)C(C)(C)C)nc(C)c2c1	1%	3%	43%[activator]	-4&-2	4%	2%	13%	2%	28%
CC(C)CC1NC2(C(=O)N(C)c3ccccc32)C2C(=O)N(C(C)C)C(=O)C12 (stereo not given)	-2%	0%	5%	0	-15%	-1%	24%	2%	2%
CCOC(=O)COc1ccc(C(=O)c2ccccc2)c(O)c1	-8%	6%	-9%	0	-22%	14%	12%	2%	-8%
O=[N+]([O-])c1ccc(CN2CCC(Cc3ccccc3)CC2)cc1	4%	-3%	-8%	-8	-14%	2%	-5%	0%	-15%
OC1CNc2c(ccc3ccccc23)C1 (stereo not given)	0%	-8%	190%[activator]	27	-9%	-2%	21%[57.1 µM]	1%	-11%
CCOC(=O)N1CCN(C(=O)Cn2ncc3c4ccccc4n(Cc4ccc(F)cc4)c3c2=O)CC1	-2%	3%	16%	-1	5%	-3%	8%	-3%	-36%
CC(C)(C)Nc1nc(Cl)nc(NC2CCCCC2)n1	-5%	-17%	10%[57.1 µM]	-1	-8%	2%	18%[57.1 µM]	-9%	-9%
CSc1nnc(Cc2sc(-c3ccccc3)nc2-c2ccccc2)o1	5%	3%	-8%[57.1 µM]	-3	-21%	6%	4%[57.1 µM]	-19%	-31%
O=C(c1ccncc1)N(Cc1cc2ccccc2[nH]c1=O)C1CCCCC1	-2%	0%	8%	-2	-1%	1%	20%	0%	-8%
Cc1ccc(-c2nc(-c3ccccn3)no2)cc1Cl	-13%	8%	2%	-5	-10%	2%	11%	-1%	23%
NS(=O)(=O)c1ccc(NC(=S)NNC(=O)c2cccs2)cc1	2%	-9%	9%[57.1 µM]	-5	0%	1%	3%[57.1 µM]	1%	7%
COc1ccccc1CC(=O)NNS(=O)(=O)c1ccc([N+](=O)[O-])cc1	10%	0%	-1%	-2	-20%	16%	13%	-1%	-3%

Quoted at random: three compounds from above
SMILES	Glioma ERSR ind	Vif-APOBEC3F blk	TrxR1 substrate	LDHA block	USP1 inh	IDH1 R132H inh	TrxR1 inh	Vif-A3G inh	RGS4 inhibitor
COc1ccc2nc(/N=C(\N)NC(=O)C(C)(C)C)nc(C)c2c1	1%	3%	43%[activator]	-4&-2	4%	2%	13%	2%	28%
COc1ccccc1CC(=O)NNS(=O)(=O)c1ccc([N+](=O)[O-])cc1	10%	0%	-1%	-2	-20%	16%	13%	-1%	-3%
O=C(c1ccncc1)N(Cc1cc2ccccc2[nH]c1=O)C1CCCCC1	-2%	0%	8%	-2	-1%	1%	20%	0%	-8%

Bioassay records (PubChem BioAssay)
